SRC3 TRFRET art – counter-screen for PPARgamma SRC-3 recruitment agonists: TR-FRET artefact; PPARgamma/SRC-3 format; hits give high values; TR-FRET ratio at 8 µM; 99,000 compounds, 0.39% hits; AID 1048; in the data active means TR-FRET ratio above about 2000; further: inactives centre near 1600; reference of the scale not given here
SRC1 TRFRET art – TR-FRET artefact, counter-screen to PPARgamma/SRC-1 agonist assay; TR-FRET ratio at 8 µM; TR-FRET detection artefact counter-screen, emission ratio; hits give high values; 99,000 compounds, 0.34% hits; AID 1051; in the data active means TR-FRET ratio above about 2300; further: inactives centre near 1800; reference of the scale not given here
* marks the source's active call; other numbers are inactive results.

COc1ccccc1NC(=S)N1CCN(c2ccccn2)CC1 was read as SRC3 TRFRET art 1299 and SRC1 TRFRET art 1806.
Screening O=c1c2cc(NC(=S)N3CCCCCC3)ccc2nc2n1CCCCC2 returned SRC3 TRFRET art 1508 and SRC1 TRFRET art 1742.
For Cc1ccc(C(=O)NC(=S)NCCCN2CCOCC2)cc1 the results were SRC3 TRFRET art 1761 and SRC1 TRFRET art 1849.
Screening O=C1CCC/C(=N\NC(=O)c2ccc(NS(=O)(=O)c3ccc(Br)cc3)cc2)C1 returned SRC3 TRFRET art 1713 and SRC1 TRFRET art 1581.
`Cc1cc(Cl)ccc1NC(=O)C1CCCN1C(=O)c1cccs1` (centres undefined) gave SRC3 TRFRET art 2021 and SRC1 TRFRET art 1807.
Screening CC1=NN(c2ccc(S(=O)(=O)O)cc2Cl)C(=O)C1 returned SRC3 TRFRET art 1558 and SRC1 TRFRET art 1943.
CCOC(=O)C1CCN(C(=S)Nc2ccc(Cl)cc2C)CC1 was read as SRC3 TRFRET art 1533 and SRC1 TRFRET art 1775.
For CCc1ccc(C2=C/C(=C/c3cccnc3)C(=O)O2)cc1 the results were SRC3 TRFRET art 1598 and SRC1 TRFRET art 1687.
O=C(Nc1cccc(S(=O)(=O)NCc2ccco2)c1)c1cc(-c2ccccc2)nc2ccccc12 was read as SRC3 TRFRET art 1742 and SRC1 TRFRET art 1947.
For Cc1cccc(N2CCN(Cc3nc(CC4CC4)no3)CC2)n1 the results were SRC3 TRFRET art 1508 and SRC1 TRFRET art 1522.
For O=C(COC(=O)c1ccc2ccccc2n1)c1ccc(F)cc1 the results were SRC3 TRFRET art 1567 and SRC1 TRFRET art 1755.
Screening CCc1ccccc1NC(=O)CCc1nc(-c2cccs2)no1 returned SRC3 TRFRET art 1485 and SRC1 TRFRET art 1955.
O=C(Cn1ncc(Cl)c(Cl)c1=O)N1CCc2ccccc21 was read as SRC3 TRFRET art 1614 and SRC1 TRFRET art 1510.
For Cc1ccsc1/C=N/NC(=O)CC(=O)NCC(C)C the results were SRC3 TRFRET art 1638 and SRC1 TRFRET art 1906.
CCOC(=O)c1ccccc1N/C=C/C(=O)c1cccs1 was read as SRC3 TRFRET art 1569 and SRC1 TRFRET art 1855.
For O=C(N/N=C/c1ccc(Cl)cc1)C(=O)N1CCCCCC1 the results were SRC3 TRFRET art 1533 and SRC1 TRFRET art 1604.
Screening COc1cc(/C=C/c2sc3ccccc3[n+]2CCCS(=O)(=O)[O-])ccc1O returned SRC3 TRFRET art 1529 and SRC1 TRFRET art 2128.
Screening O=C(Nc1cccc2c1CCCC2)c1cc([N+](=O)[O-])cc([N+](=O)[O-])c1 returned SRC3 TRFRET art 1499 and SRC1 TRFRET art 1712.
O=C(Nc1nc2ccc(S(=O)(=O)N3CCCC3)cc2s1)c1ccccn1 was read as SRC3 TRFRET art 1629 and SRC1 TRFRET art 1782.
For Cc1ccc(S(=O)(=O)N2CCN(C(C)CC(=O)O)CC2)cc1 (centres undefined) the results were SRC3 TRFRET art 1448 and SRC1 TRFRET art 1832.
O=C(NCc1ccc2c(c1)OCO2)c1ccc(Cl)nc1 was read as SRC3 TRFRET art 1586 and SRC1 TRFRET art 1750.
`CCOc1ccc(CCNC(=O)CSc2cc(=O)n(C)c3ccccc23)cc1OCC` gave SRC3 TRFRET art 1967 and SRC1 TRFRET art 2625*.
Screening CCC1Oc2ccc(C)cc2N(CC(=O)NCCN2C(C)CCCC2C)C1=O (centres undefined) returned SRC3 TRFRET art 1427 and SRC1 TRFRET art 1893.
`CC/C(=C\C1CCCCC1)C(NP(=O)(c1ccccc1)c1ccccc1)c1ccccc1` (centres undefined) gave SRC3 TRFRET art 1561 and SRC1 TRFRET art 1641.
CCN1CCN(C(=O)C(=O)c2c(C)[nH]c3ccccc23)CC1 was read as SRC3 TRFRET art 1549 and SRC1 TRFRET art 1631.
CCN1CCN(C(=O)c2cc3cc([N+](=O)[O-])ccc3oc2=O)CC1 was read as SRC3 TRFRET art 1633 and SRC1 TRFRET art 1689.
Screening O=C(Oc1ccccc1O)c1cccc2ccccc12 returned SRC3 TRFRET art 1541 and SRC1 TRFRET art 1731.
COc1ccc(OC)c(CCNC(=O)c2ccc(CS(=O)(=O)c3ccc(Br)cc3)o2)c1 was read as SRC3 TRFRET art 1443 and SRC1 TRFRET art 1972.
Cn1c(Cn2c(=O)sc3ccccc32)nnc1SCC(=O)Nc1ccc2c(c1)OCO2 was read as SRC3 TRFRET art 1670 and SRC1 TRFRET art 1892.
`CCN(CC)S(=O)(=O)c1cccc(C(=O)Nc2ccc(C#N)cc2)c1` gave SRC3 TRFRET art 1450 and SRC1 TRFRET art 1921.
CCOC(=O)C1=C(C)C2C3C(=O)N(c4ccccc4C)C(=O)C3C1(C)C1C(=O)N(c3ccccc3C)C(=O)C21 (centres undefined) was read as SRC3 TRFRET art 1664 and SRC1 TRFRET art 1712.
CN(C)c1ccc(/C=N/NC(=S)NCc2ccco2)cc1 was read as SRC3 TRFRET art 1838 and SRC1 TRFRET art 1978.
`CCc1ccc(NC(=O)Nc2cccc(OC)c2)cc1` gave SRC3 TRFRET art 1780 and SRC1 TRFRET art 1746.
For O=C(NCc1ccccc1)c1ccc(=O)[nH]n1 the results were SRC3 TRFRET art 1617 and SRC1 TRFRET art 1946.
Screening Cc1ccc(S(=O)(=O)c2cc3cc(Br)ccc3oc2=O)cc1 returned SRC3 TRFRET art 1591 and SRC1 TRFRET art 1703.
Screening O=c1c2ccccc2c(C=NCc2ccccn2)c(O)n1-c1ccccc1Cl returned SRC3 TRFRET art 1482 and SRC1 TRFRET art 1866.
For O=C(CCc1ccccc1)Nc1cc(NC(=O)CCc2ccccc2)cc(C(=O)O)c1 the results were SRC3 TRFRET art 1657 and SRC1 TRFRET art 1803.
Screening CS(=O)(=O)N1CCC(Oc2ccccc2C(=O)NC2CCCCCC2)CC1 returned SRC3 TRFRET art 1281 and SRC1 TRFRET art 1428.
CCOC(=O)N1CCc2c(sc(NC(=O)CN3CCN(C)CC3)c2C(=O)Nc2ccccc2)C1 was read as SRC3 TRFRET art 1799 and SRC1 TRFRET art 1904.
Cc1ccccc1CNC(=O)CN(c1cccc([N+](=O)[O-])c1)S(C)(=O)=O was read as SRC3 TRFRET art 1600 and SRC1 TRFRET art 2024.
For CCN(CC)CC(=O)NCC1(c2ccccc2)CCCC1 the results were SRC3 TRFRET art 1590 and SRC1 TRFRET art 1874.
For COc1cc(OC)cc(C(=O)Nc2cc(-c3cn4cccnc4n3)ccc2C)c1 the results were SRC3 TRFRET art 1578 and SRC1 TRFRET art 1769.
Nc1nc2ccccc2cc1S(=O)(=O)c1ccccc1 was read as SRC3 TRFRET art 1513 and SRC1 TRFRET art 2028.
Screening COc1ccc(Cl)cc1-c1nc(SCC(=O)N(C)CCC#N)n[nH]1 returned SRC3 TRFRET art 1605 and SRC1 TRFRET art 1632.
CC1=NN(c2ccccc2)C(=O)C1C(=O)C(=O)Nc1ccc(F)cc1 (centres undefined) was read as SRC3 TRFRET art 1502 and SRC1 TRFRET art 1540.
COc1cc(/C=N/NC(N)=S)ccc1OCc1ccc(C)cc1 was read as SRC3 TRFRET art 1540 and SRC1 TRFRET art 1613.
COc1nsnc1NS(=O)(=O)c1ccc(NC(=S)NC(=O)c2cccnc2)cc1 was read as SRC3 TRFRET art 1632 and SRC1 TRFRET art 1761.
For Cc1c(C(=O)OCC(C)(C)CN(C)C)oc2ccccc12 the results were SRC3 TRFRET art 1670 and SRC1 TRFRET art 2119.
CC(=O)NC(Cc1ccccc1)C(=O)N1CCN(C(=S)NCC(C)C)CC1 (centres undefined) was read as SRC3 TRFRET art 1648 and SRC1 TRFRET art 1665.
`O=C(NCc1cccnc1)Nc1cccc(F)c1` gave SRC3 TRFRET art 1640 and SRC1 TRFRET art 1558.
For S=C(NCc1cccnc1)Nc1cccc2ccccc12 the results were SRC3 TRFRET art 1526 and SRC1 TRFRET art 1671.
Screening OCC1(Cc2ccccc2)CCCN(Cc2ccc3c(c2)OCCO3)C1 (centres undefined) returned SRC3 TRFRET art 1687 and SRC1 TRFRET art 1658.
Screening CCCCOn1c(C)c(C(C)=O)c2c3no[n+]([O-])c3ccc21 returned SRC3 TRFRET art 1569 and SRC1 TRFRET art 1787.
Cc1nc(NCCCn2ccnc2)c2ccccc2n1 was read as SRC3 TRFRET art 1475 and SRC1 TRFRET art 1682.
O=C(O)Cc1ccc(S(=O)(=O)Nc2ccccc2C(=O)O)cc1 was read as SRC3 TRFRET art 1705 and SRC1 TRFRET art 1920.
Screening COc1ccc(C(C(=O)NC2CCCCC2)N(C(=O)CCl)c2cccc(Cl)c2)cc1 (centres undefined) returned SRC3 TRFRET art 1535 and SRC1 TRFRET art 1860.
`CC(=O)Cc1c(C(=O)O)c(C)nn1-c1ccccc1` gave SRC3 TRFRET art 1443 and SRC1 TRFRET art 1723.
For COc1cc(Nc2c3c(nc4ccccc24)CCCC3)cc(OC)c1OC the results were SRC3 TRFRET art 1415 and SRC1 TRFRET art 1841.
CSc1ccc(S(=O)(=O)Nc2ccc3c(c2)OCCO3)cc1 was read as SRC3 TRFRET art 1659 and SRC1 TRFRET art 1580.
For Nc1n[nH]c(N)c1N=Nc1ccc2c(c1)OCO2 the results were SRC3 TRFRET art 1507 and SRC1 TRFRET art 1868.
O=c1[nH]cnc2scc(-c3ccsc3)c12 was read as SRC3 TRFRET art 1553 and SRC1 TRFRET art 1920.
O=C(/C=C/c1ccccc1)N1CCC(c2ccccc2)C1 (centres undefined) was read as SRC3 TRFRET art 1914 and SRC1 TRFRET art 1691.
O=C(CCS(=O)(=O)Cc1ccccc1)N1CCN(c2ccc([N+](=O)[O-])cc2)CC1 was read as SRC3 TRFRET art 1519 and SRC1 TRFRET art 1891.
`CC1CCC2(CC1)NC(=O)N(CC(=O)N1CCN(S(=O)(=O)c3ccccc3)CC1)C2=O` (centres undefined) gave SRC3 TRFRET art 1426 and SRC1 TRFRET art 1675.
Screening O=C(CCCOc1ccccc1)Nc1ncccn1 returned SRC3 TRFRET art 1692 and SRC1 TRFRET art 1988.
For Cc1ccc(NC2=NCC(=O)N2C2CCCC2)cc1 the results were SRC3 TRFRET art 1619 and SRC1 TRFRET art 1701.
For Cc1c(Cl)cccc1NC(=S)N(Cc1cccs1)C1CCCC1 the results were SRC3 TRFRET art 1450 and SRC1 TRFRET art 1691.
`CN(C)CCCN(C(=O)c1ccc(S(=O)(=O)N(C)C)cc1)c1nc2cc3c(cc2s1)OCO3` gave SRC3 TRFRET art 1677 and SRC1 TRFRET art 1649.
For Cc1c(NC(=O)COC(=O)CCC(=O)c2ccc(Cl)cc2)c(=O)n(-c2ccccc2)n1C the results were SRC3 TRFRET art 1514 and SRC1 TRFRET art 1770.
CS(=O)Cc1cc(Sc2ccccc2)nc(-c2ccncc2)n1 (centres undefined) was read as SRC3 TRFRET art 1296 and SRC1 TRFRET art 1628.
CC(C)(C)OC(=O)NNC(=O)C12CC3CC(CC(C3)C1)C2 was read as SRC3 TRFRET art 1696 and SRC1 TRFRET art 1671.
`COC(=O)c1ccccc1NC(=O)Nc1ccc(Br)cn1` gave SRC3 TRFRET art 1497 and SRC1 TRFRET art 1873.
`CCC(=O)Nc1nc2ccccc2n1Cc1ccccc1` gave SRC3 TRFRET art 1347 and SRC1 TRFRET art 1894.
COc1ccc(N2CCN(C(CNC(=O)C(C)(C)C)c3ccco3)CC2)cc1 (centres undefined) was read as SRC3 TRFRET art 1618 and SRC1 TRFRET art 1788.
For CC1=NN(C(=O)Cn2ccc([N+](=O)[O-])n2)C(O)(C(F)(F)F)C1 (centres undefined) the results were SRC3 TRFRET art 1855 and SRC1 TRFRET art 1973.

The final 2 compounds of the section above open the next one:
COc1ccc(N2CCN(C(CNC(=O)C(C)(C)C)c3ccco3)CC2)cc1 (centres undefined) was read as SRC3 TRFRET art 1618 and SRC1 TRFRET art 1788.
For CC1=NN(C(=O)Cn2ccc([N+](=O)[O-])n2)C(O)(C(F)(F)F)C1 (centres undefined) the results were SRC3 TRFRET art 1855 and SRC1 TRFRET art 1973.
Screening CC(C)Cc1nnc(NC(=O)CCC(=O)NC2CCCc3ccccc32)s1 (centres undefined) returned SRC3 TRFRET art 1442 and SRC1 TRFRET art 1758.
`O=C(COC(=O)CCCN1C(=O)c2cccc3cccc(c23)C1=O)Nc1cccc(Br)c1` gave SRC3 TRFRET art 1573 and SRC1 TRFRET art 1745.
For CCCCn1c(SCC(=O)Nc2nnc(CC)s2)nc2ccccc2c1=O the results were SRC3 TRFRET art 1576 and SRC1 TRFRET art 1918.
For O=S(=O)(c1ccccc1)C1(S(=O)(=O)c2ccccc2)CCCC1 the results were SRC3 TRFRET art 1664 and SRC1 TRFRET art 2002.
Screening O=C(CCC(=O)Nc1ccc(F)cc1)N/N=C/c1ccc(O)cc1O returned SRC3 TRFRET art 1634 and SRC1 TRFRET art 1772.

A draw from above in order of molecular weight, high to low.
For CCCCn1c(SCC(=O)Nc2nnc(CC)s2)nc2ccccc2c1=O the results were SRC3 TRFRET art 1576 and SRC1 TRFRET art 1918.
COc1ccc(N2CCN(C(CNC(=O)C(C)(C)C)c3ccco3)CC2)cc1 (centres undefined) was read as SRC3 TRFRET art 1618 and SRC1 TRFRET art 1788.
`COC(=O)c1ccccc1NC(=O)Nc1ccc(Br)cn1` gave SRC3 TRFRET art 1497 and SRC1 TRFRET art 1873.
Screening O=C(CCC(=O)Nc1ccc(F)cc1)N/N=C/c1ccc(O)cc1O returned SRC3 TRFRET art 1634 and SRC1 TRFRET art 1772.
For CC1=NN(C(=O)Cn2ccc([N+](=O)[O-])n2)C(O)(C(F)(F)F)C1 (centres undefined) the results were SRC3 TRFRET art 1855 and SRC1 TRFRET art 1973.
`CCC(=O)Nc1nc2ccccc2n1Cc1ccccc1` gave SRC3 TRFRET art 1347 and SRC1 TRFRET art 1894.

An excerpt. The share of hits here may be higher or lower than overall.
